HT1080 IDH1KD tx: qHTS for induction of synthetic lethality in tumor cells producing 2HG: qHTS for the HT-1080-IDH1KD cell line; HT-1080 IDH1 knockdown viability, ATP luminescence, 48 h; Potency, µM (doses to about 46.1 µM), without a hit: at the highest dose activity, negative = toxicity, usual class: cytotoxic; 2% of 360,000 active; AID 686971, 2013;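 also: potency is read from the fitted curve at half-maximal effect; 0% = DMSO wells and -100% = cell-free medium wells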
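Luminescent ATP read-out (CellTiter-Glo, 10 min at room temperature) after 48 h compound exposure at 37 °C gave viability of IDH1-knockdown HT-1080 cells. Activity was normalised to DMSO and cell-free wells, then fitted as concentration-response curves.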
MCF10A rereplic: A quantitative high throughput screen for small molecules that induce DNA re-replication in MCF 10a normal breast cells; Potency, µM (top dose mostly 46.1 µM), for inactives: top-dose activity, positive = re-replication, usual class: activators; MCF 10A DNA re-replication, Hoechst nuclear intensity, 48 h; 2.9% of 350,000 active; AID 624296, 2012; also: potency is read from the fitted curve at half-maximal effect; % of control where 0% means no effect; nearly all actives have a fitted effect of over 50% in size
ATXN2 expr inh: Primary qHTS for Inhibitors of ATXN expression. Potency, µM (series often up to 57 µM), for the others: at the top dose activity change, negative = inhibition, actives largely listed as inhibitors. 0.72% of 360,000 active. HEK-293 ATXN2-luciferase reporter, luminescence, 24 h; also: potency is read from the fitted curve at half-maximal effect; % is scaled to controls: 0 for no effect and ±100 for the full control effect; nearly all actives have a fitted effect of over 55% in size
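qHTS (up to 57 uM final) was run with 24 h compound exposure of reporter cells at 37 °C. Each well was multiplexed: SteadyGlo luminescence measured ATXN2-luciferase expression after a fluorogenic Gly-Phe-AFC viability readout (25 uM final).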
HT1080NT lethal: qHTS for induction of synthetic lethality in tumor cells producing 2HG: qHTS for the HT-1080-NT fibrosarcoma cell line | HT-1080-NT fibrosarcoma viability, CellTiter-Glo ATP luminescence, 48 h | Potency, µM (top dose mostly 46.1 µM), for inactives: at the highest dose activity, negative = less viability, hits mostly cytotoxic | 1.6% of 360,000 active | AID 686970, 2013;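 also: NT is the 2HG producing partner of a matched IDH1 knockdown line; potency is read from the fitted curve at half-maximal effect; 0% = DMSO-treated cells and -100% = media-only wells without cells; nearly all actives have a fitted effect of over 55% in size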
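Luminescent CellTiter-Glo readout after 48 hours of compound exposure at 37 degrees C defined viability of HT-1080-NT cells. Activity was normalized to DMSO wells and cell-free media wells; concentration-response curves were fitted and assigned curve classes.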
KB-V1 MDR tox: qHTS assay for MDR1-selective chemotherapeutics: Primary screen using the drug-selected MDR subline cells KB-V1 | AID 1347076, 2019 | 3.4% of 400,000 active | Potency, µM (doses to about 46.1 µM), for inactives: at the top dose activity change, negative = cytotoxicity, usual class: cytotoxic | KB-V1 MDR cells viability, CellTiter-Glo, 72 h; also: potency is read from the fitted curve at half-maximal effect; % is scaled to controls: 0 for no effect and ±100 for the full control effect; nearly all actives have a fitted effect of over 60% in size
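Cytotoxicity toward P-gp-expressing KB-V1 cells was determined as loss of CellTiter-Glo luminescence after 72 h at 37 degrees C. Compounds were tested in quantitative HTS format across a concentration range, with curves fitted to normalized data.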
WRN helicase inh: qHTS for Inhibitors of WRN Helicase | 0.46% of 360,000 active | Bifunctional 3'-5' exonuclease/ATP-dependent helicase WRN (Homo sapiens), Q14191 | WRN helicase unwinding, fluorescent forked duplex, kinetic | Potency, µM (series often up to 114 µM), for inactives: top-dose activity change, negative = inhibition, usual class: inhibitors; also: potency is read from the fitted curve at half-maximal effect; % is scaled to controls: 0 for no effect and ±100 for the full control effect; nearly all actives have a fitted effect of over 55% in size
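Screening of the MLSMR collection measured strand separation of a quenched forked DNA duplex (100 nM) by 20 nM WRN with 2 mM ATP, all final. Compounds were preincubated with enzyme 15 min at room temperature.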
KB-3-1 cytotox: qHTS assay for MDR1-selective chemotherapeutics: Primary screen using the parental adenocarcinoma cell KB-3-1 | KB-3-1 viability, CellTiter-Glo ATP luminescence, 72 h | Potency, µM (highest dose often 46.1 µM), without a hit: at the top dose activity change, negative = cytotoxic, usual class: cytotoxic | 1.4% of 400,000 active; also: potency is read from the fitted curve at half-maximal effect; % is scaled to controls: 0 for no effect and ±100 for the full control effect; nearly all actives have a fitted effect of over 60% in size
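Cells are dispensed, compounds pinned in, plates held at 37 °C for 72 h, then CellTiter-Glo is added and luminescence read after 10 minutes. Cell line: parental KB-3-1 in phenol-red-free DMEM, 10% FBS.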
SW480 rerep: A quantitative high throughput screen for small molecules that induce DNA re-replication in SW480 colon adenocarcinoma cells. AID 624297, 2012. Potency, µM (series often up to 46.1 µM), without a hit: top-dose re-replication activation, actives largely listed as activators. SW480 DNA re-replication, Hoechst DNA content imaging, 48 h. 1.8% of 340,000 active; also: potency is read from the fitted curve at half-maximal effect; % of control where 0% means no effect; nearly all actives have a fitted effect of over 55% in size
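Treated cells incubate 48 hr (37 C, 5% CO2), are stained 40 min with Hoechst, and nuclear fluorescence is enumerated; a rise in nuclei with high DNA signal marks re-replication.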
IL-1B inflam inh: qHTS for Inhibitors of Inflammasome Signaling: IL-1-beta AlphaLISA Primary Screen | THP-1 LPS/ATP IL-1B secretion, AlphaLISA, 16 h; active compounds read low | activity change, % at 57.5 µM | 4.7% of 360,000 active | AID 743279, 2014; in the data active = activity change below about -50%; inconclusive = mostly about -30% to -49%; also: % is scaled to controls: 0 for no effect and ±100 for the full control effect
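THP-1 cells pretreated 1 hr with compounds (up to 57.5 uM final), then stimulated with LPS (250 ng/mL final) plus ATP (1.25 mM final); secreted IL-1B measured by AlphaLISA after 16 hr, decreased signal indicating inhibition.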
Active calls of the source: *; ? = inconclusive; . = no result given; & = joins results of further samples; [ ] = another dose, or the depositor's remark. Unless noted, calls follow the shape of the dose curve; as a rule, active = well fitted curve in the direction sought with a large enough effect; inconclusive = small, poorly fitted or top-dose-only effect, or another doubt; inactive = no such curve, though single readings can be large; an effect the other way counts as inactive or inconclusive.

Every second line gives: HT1080 IDH1KD tx | MCF10A rereplic | ATXN2 expr inh | HT1080NT lethal | KB-V1 MDR tox | WRN helicase inh | KB-3-1 cytotox | SW480 rerep | IL-1B inflam inh
CC(C)(C)S(=O)N1Cc2cc(C(=O)Nc3ccc(-c4ccccc4)cc3)nc(-c3cccc(-c4cc5ccccc5o4)c3)c2[C@@H]1CCO (stereo not given in full)
  ? | . | ? | ? | 19% | -1% | 0% | . | ?
Cc1cccc(/C=C2\Oc3cc(OS(C)(=O)=O)ccc3C2=O)c1
  -23% | 27% | 0% | ? | 2% | -15% | 0% | 0% | -56*
O=C(NNC1OC(CO)C(O)C(O)C1O)c1cccnc1 (stereo not given)
  6% | -35%[inhibitor] | -11% | 12% | 5% | -1% | -12% | -11% | 24
O=C(NC(=S)Nc1ccccc1N1CCOCC1)c1ccccc1F
  1% | 16% | 1% | 3% | -30% | -9% | -3% | 2% | -8
Cc1ccc(C)c(OCCC(=O)OC(C)C(=O)Nc2c(C)n(C)n(-c3ccccc3)c2=O)c1 (stereo not given)
  0% | -2% | 2% | 0% | 20% | -2% | -10% | ? | 16
COc1cc(C(=O)Sc2ccc(C)cc2)cc(OC)c1OC
  -4% | ? | 3% | -7% | ? | -7% | 14% | 1% | ?
CC1=CC(C)(C)N2C(=O)C3(C(C#N)=C(N)Oc4cc(O)ccc43)c3c(C)c(C)cc1c32 (stereo not given)
  ? | 71% | ? | ? | ? | -7% | ? | 5% | -73*
Cc1ccc(NC(=O)NNC(=O)c2cc3ccccc3cc2O)cc1
  9% | 1% | 20% | -3% | ? | -5% | 24% | ? | 12
CCCC(=O)N1CCN(c2nc3c(OC)ccc(Cl)c3s2)CC1
  -8% | 15% | ? | -8% | -12% | 3% | -4% | 0% | ?
CCOC(=O)N1CCC(NC(=O)C2CCCN(C(=O)N3CCOc4ccccc43)C2)CC1 (stereo not given)
  5% | -2% | 0% | 6% | 19% | 0% | -4% | 3% | -11
Cc1ccc(OCC(=O)NCCCNC(=O)c2cccnc2)cc1
  ? | -1% | -8% | ? | ? | 1% | 0% | 0% | 6
O=C(CSc1nnc(-c2ccc(Br)cc2)n1CCc1ccccc1)NC1CCS(=O)(=O)C1 (stereo not given)
  5% | -3% | -14% | 0% | 1% | 2% | -8% | 18% | 0
O=S(=O)(c1ccc(F)cc1F)N1CCN(CCO)CC1
  8% | 0% | 1% | 1% | -1% | -4% | 14% | 0% | 26
CC1CCC2(CC1)NC(=O)N(CC(=O)c1cccn1C)C2=O (stereo not given)
  9% | -6% | 10% | 13% | 4% | -1% | -2% | -4% | -8
CCOC(=O)CN1C(=O)S/C(=C/c2ccc(OC)c([N+](=O)[O-])c2)C1=O
  13% | -6% | -13% | 11% | -3% | -6% | -3% | -7% | 36
O=C(CCc1ccccc1)Nc1cc(NC(=O)CCc2ccccc2)cc(C(=O)O)c1
  -5% | -1% | 1% | 0% | ? | -11% | 1% | -1% | -8
O=c1/c(=C/c2ccc([N+](=O)[O-])cc2)sc2n1CCCN=2
  -13% | 4% | 18% | -14% | 18% | -4% | 11% | ? | ?
COc1ccc(/C=C/C(=O)N2CCN(c3ccccn3)CC2)cc1
  4% | -40%[inhibitor] | 13% | 6% | -2% | 3% | 14% | -8% | -19
CC(C)CC(=O)N1CCN(Cc2ccc(Br)cc2)CC1
  4% | -2% | -2% | 4% | -18% | 1% | ? | 1% | 3
Fc1ccccc1NC(=S)Nc1ccc(CN2CCOCC2)cc1
  -6% | -3% | 10% | -3% | ? | -29% | -1% | 0% | 24
O=C(Cn1cc(C(F)(F)F)ccc1=O)NCCc1ccc(Cl)cc1Cl
  ? | -6% | -7% | 20% | -10% | 9% | 6% | 2% | 30
c1ccc(N2CCN(c3nccn4ccnc34)CC2)nc1
  -7% | . | 22% | -3% | -26% | -4% | -17% | . | -4
COc1ccc(OC)c(-n2c(-c3ccn[nH]3)n[nH]c2=S)c1
  12% | 1% | 9% | 5% | 8% | 3% | ? | -8% | 9
COc1cc(/C=C2/C(=O)ON=C2C)ccc1OCc1cccc(F)c1
  7% | ? | 51%[activator] | 4% | 15% | -9% | 1% | 1% | -6
COc1cccc(CNC(=O)c2ccccc2NC(=O)C2=C(C)OCCS2)c1OC
  -10% | 4% | -26% | -8% | 0% | -3%[57.1 µM] | 0% | -27% | -20
O=C(COC(=O)CCc1ccccc1)NCc1ccccc1
  0% | 4% | . | 14% | -7% | -3% | 0% | 1% | 4
Cc1cccn2c(=O)c(C=O)c(N3CCC4(CC3)OCCO4)nc12
  9% | ? | -23% | 20% | -21% | 4% | ? | -23% | .
CC(=O)N1CCc2cc(S(=O)(=O)CCC(=O)N(C)c3cc(C)ccc3C)ccc21
  -4% | 0% | 11% | 0% | -6% | -5% | -3% | -4% | 16
COc1cccc(CN2CCN(c3cccc(C(F)(F)F)c3)CC2)c1OC
  -4% | ? | -22% | 3% | 21µM* | 2% | 0% | 15% | -10
Cc1noc2ncnc(N3CCCC3)c12
  -1% | ? | -6% | -4% | 22% | 5% | -1% | -42%[inhibitor] | 0
COc1ccc(-c2cc(C(=O)OCC(=O)N(C)C3CCS(=O)(=O)C3)c3ccccc3n2)cc1OC (stereo not given)
  -2% | ? | 10% | -5% | ? | -10% | -16% | 12% | -62*
CC1(C)CC2(C)OCCN2C(=S)N1 (stereo not given)
  -1%&0% | -1% | 4% | 3%&-2% | 12%&-5% | -1%&13% | 22%&11% | 0% | 11&-11
Cc1cc(C(=O)N/N=C2/CC(C)CC(C)(C)C2)c(C)o1 (stereo not given)
  -23% | -8% | -7% | -8% | -26% | -3% | 0% | -1% | -6
CCO[C@H]1OC(C(=O)N2CCN(Cc3ccccc3)CC2)=C[C@@H](C)[C@@H]1CCCO
  13% | 9% | 6% | 14% | 3% | 9% | 4% | -6% | 10
COc1ccccc1CNC(=O)c1ccc(Cl)c(S(=O)(=O)N2CCCC2)c1
  -2% | 15% | -24% | 4% | -20% | 10% | -14% | -7% | 0
N#C/C(=C/c1ccc(-c2ccc(C(=O)O)c(Cl)c2)o1)C(=O)NCC1CCCO1 (stereo not given)
  1% | 5% | -1% | 1% | 0% | -15%[11.6 µM] | -5% | 0% | 7
O=C(Cc1ccccc1Cl)Nc1cc(S(=O)(=O)N2CCOCC2)ccc1N1CCOCC1
  11% | 12% | 1% | 5% | 16µM* | -5% | 1% | 2% | -6
COc1ccc(OC)c(-n2c(SCC(=O)Nc3cc(C)on3)nnc2-c2c[nH]c3ccccc23)c1
  -19% | 14% | -12% | -11% | 7% | -1% | -3% | ? | -25
CCc1cccc(CC)c1NC(=O)CO/N=C(\N)CC(=O)NC1CCCCC1
  0% | 13% | 3% | 6% | -4% | 4% | 0% | 2% | 0
CCCOc1ccc(C(F)(F)F)cc1NC(=O)CN1C(=O)C(=O)N(CC)C1=O
  11% | -5% | 5% | 6% | ? | 10% | -12% | -7% | -5
Cc1cccc(CNC(=O)Nc2nnc([C@H]3C[C@H](O)[C@@H](CO)O3)s2)c1
  ? | . | 5% | 13% | 19% | 4% | 0% | . | 29
COCCCNc1nc2c(c(=O)n(C)c(=O)n2C)n1Cc1cccc(OC)c1
  -13% | 4% | 19% | -20% | ? | -6% | ? | -1% | -4
O=C(N/N=C/c1ccccc1O)C1CC(=O)N(c2ccc(F)cc2)C1 (stereo not given)
  ? | 1% | ? | ? | ? | -24% | ? | ? | 89
Cc1cccc(NC(=O)CCc2ccc(C)o2)c1
  14% | 1% | 10% | 15% | 0% | -15% | 10% | -6% | -12
Cc1cc(C(=O)Nc2ccccn2)cs1
  -24% | 10% | -19% | -13% | 2% | -4% | -16% | -6% | -13
O=C(O/N=C1\CCS(=O)(=O)c2sccc21)c1ccc(F)cc1
  1% | -8% | . | 14% | -16% | 4% | 1% | -166%[inhibitor] | 32
CCOC(=O)c1[nH]cnc1C(=O)Nc1cccc(Cl)c1
  20% | -2% | 0% | 12% | 0% | -1% | 4% | -9% | 7
O=C(NCc1ccco1)C1CCN(S(=O)(=O)c2cccc([N+](=O)[O-])c2)CC1
  -7% | 7% | -2% | -7% | ? | 3% | 22% | -8% | 2
CCOC(=O)c1nn(-c2ccccc2)c(=O)cc1OCC(=O)Nc1cc(C)ccc1C
  3% | 3% | 0% | 4% | -5% | 8% | 11% | -1% | 12

Another view of part of the listing above.
CCCOc1ccc(C(F)(F)F)cc1NC(=O)CN1C(=O)C(=O)N(CC)C1=O
  HT1080 IDH1KD tx: 11% | MCF10A rereplic: -5% | ATXN2 expr inh: 5% | HT1080NT lethal: 6% | KB-V1 MDR tox: ? | WRN helicase inh: 10% | KB-3-1 cytotox: -12% | SW480 rerep: -7% | IL-1B inflam inh: -5

Cc1cccc(CNC(=O)Nc2nnc([C@H]3C[C@H](O)[C@@H](CO)O3)s2)c1
  HT1080 IDH1KD tx: ? | MCF10A rereplic: . | ATXN2 expr inh: 5% | HT1080NT lethal: 13% | KB-V1 MDR tox: 19% | WRN helicase inh: 4% | KB-3-1 cytotox: 0% | SW480 rerep: . | IL-1B inflam inh: 29

High-throughput results from PubChem BioAssay.
